# PAFAH1B3 FP inh = blocks human PAF acetylhydrolase 1B catalytic subunit 3 | Q15102 | recombinant PAFAH1B3, FP-rhodamine probe, fluorescence polarization | inhibition, % at 3.39 µM | actives 0.28% (n = 340,000) | AID 492972;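 active = inhibition above the screen-wide average of all tested compounds plus 3 SD, cut at about 25% in these data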;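 note: 0% = enzyme with DMSO only and 100% = wells lacking PAFAH1B3 protein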
# GSTO1 inh = counter-screen for RBBP9 inhibitors: inhibitors of human GSTO1; recombinant GSTO1, activity-based probe fluorescence polarization; P78417; actives 1.1% (n = 300,000); inhibition, % at 5.96 µM; AID 1974;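 active = inhibition above the campaign mean inhibition plus 3 SD, cut at about 35% in these data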;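 note: 0% = GSTO1-1 with DMSO and 100% = wells lacking GSTO1-1 enzyme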
# Target sequence (P78417 whole entry, looked up): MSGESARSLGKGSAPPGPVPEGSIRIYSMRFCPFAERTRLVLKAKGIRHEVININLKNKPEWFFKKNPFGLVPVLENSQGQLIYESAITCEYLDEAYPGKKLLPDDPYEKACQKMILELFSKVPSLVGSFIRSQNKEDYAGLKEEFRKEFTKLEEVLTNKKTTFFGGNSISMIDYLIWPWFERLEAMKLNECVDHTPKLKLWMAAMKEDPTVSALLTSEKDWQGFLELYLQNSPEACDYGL
# pPAFAH inh = inhibitors of human plasma PAF acetylhydrolase (pPAFAH). Q13093. recombinant pPAFAH, FP-rhodamine probe fluorescence polarization. inhibition, % at 3.39 µM. actives 1.5% (n = 330,000). AID 463082;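 active = inhibition above the mean inhibition across the screen plus 3 SD, cut at about 25% in these data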;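 note: inhibitors block binding of the rhodamine activity-based probe so polarization drops; 0% = enzyme with DMSO and 100% = wells lacking pPAFAH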
# Target sequence (Q13093 whole entry, looked up): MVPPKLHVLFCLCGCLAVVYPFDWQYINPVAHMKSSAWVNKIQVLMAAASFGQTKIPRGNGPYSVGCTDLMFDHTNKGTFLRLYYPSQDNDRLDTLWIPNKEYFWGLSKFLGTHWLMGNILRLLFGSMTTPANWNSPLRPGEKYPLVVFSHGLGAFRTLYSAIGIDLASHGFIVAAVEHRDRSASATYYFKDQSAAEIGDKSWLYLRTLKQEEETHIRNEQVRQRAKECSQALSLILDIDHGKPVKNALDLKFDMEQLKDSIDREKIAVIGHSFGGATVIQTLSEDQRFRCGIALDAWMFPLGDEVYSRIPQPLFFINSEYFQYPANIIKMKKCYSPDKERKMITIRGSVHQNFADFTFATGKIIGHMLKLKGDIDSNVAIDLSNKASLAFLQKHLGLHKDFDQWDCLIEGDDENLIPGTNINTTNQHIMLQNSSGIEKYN
# PAFAH2 FP inh = inhibitors of human PAFAH2 | inhibition, % at 3.39 µM | recombinant PAFAH2, FP-rhodamine activity probe, fluorescence polarization | actives 0.99% (n = 340,000);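 active = inhibition above the mean over all tested compounds plus 3 SD, cut at about 30% in these data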;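 note: inhibitors block probe labeling of enzyme so polarization drops; 0% = enzyme with DMSO and 100% = wells lacking PAFAH2 protein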
# LYPLA2 counter = counter-screen for PME1 inhibitors: inhibitors of human LYPLA2. O95372. recombinant LYPLA2, FP-Rh probe fluorescence polarization. inhibition, % at 5.9 µM. actives 0.38% (n = 320,000). AID 2177;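 active = inhibition above the screen-wide mean plus 3 SD, limit set per campaign, cut at about 26% in these data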;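 note: 0% = LYPLA2 with DMSO and 100% = wells lacking LYPLA2 enzyme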
# Target sequence (O95372 whole entry, looked up): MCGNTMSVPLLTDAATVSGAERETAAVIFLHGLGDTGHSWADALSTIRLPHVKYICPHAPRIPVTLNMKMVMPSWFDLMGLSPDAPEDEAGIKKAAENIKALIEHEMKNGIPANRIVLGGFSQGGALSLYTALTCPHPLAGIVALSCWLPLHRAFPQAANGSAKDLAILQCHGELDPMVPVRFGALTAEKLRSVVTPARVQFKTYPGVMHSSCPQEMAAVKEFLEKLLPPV
# PAFAH1B2 FP inh = inhibitors of human PAFAH1B2; recombinant PAFAH1B2, FP-rhodamine activity probe, fluorescence polarization; AID 492953; P68402; inhibition, % at 3.39 µM; actives 1.2% (n = 340,000);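 active = inhibition above the mean of all tested compounds plus 3 SD, cut at about 24% in these data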;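 note: 0% = enzyme with DMSO and 100% = wells lacking PAFAH1B2; many of its hits are not listed in these tables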
# PME-1 inh = PME-1 (human) inhibition. Q9Y570. recombinant PME-1, FP-Rh probe fluorescence polarization. actives 0.53% (n = 320,000). AID 2130. inhibition, % at 5.9 µM;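 active = inhibition above the campaign mean of all compounds plus 3 SD, cut at about 26% in these data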;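 note: competitive labeling of PME-1 active site by serine hydrolase directed probe; 0% = PME-1 with DMSO and 100% = wells lacking PME-1 enzyme; inhibitors block probe labeling so polarization falls and inhibition rises; many of its hits are not listed in these tables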
# PAD4 FP inh = inhibitors of human PAD4; AID 485272; Q9UM07; inhibition, % at 6.36 µM; actives 0.41% (n = 330,000); recombinant PAD4, RCA probe fluorescence polarization;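 active = percent inhibition above a cutoff equal to the mean of all tested compounds plus 3 SD, cut at about 15% in these data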;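 note: 0% = PAD4 with RCA probe and DMSO and 100% = probe without PAD4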
# LYPLA1 counter = blocks human lysophospholipase 1, a PME1 counter-screen; recombinant LYPLA1, FP-Rh probe fluorescence polarization; inhibition, % at 5.9 µM; AID 2174; actives 0.16% (n = 320,000);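 active = inhibition above the mean of all tested compounds plus 3 SD, set per campaign, cut at about 14% in these data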;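 note: inhibitors block serine hydrolase probe labeling of LYPLA1 so polarization falls; 0% = enzyme with DMSO and 100% = wells lacking LYPLA1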
# * = called active by the depositor; . = not tested or not shown. The list is partial (hit frequency here may not be typical).
SMILES,PAFAH1B3 FP inh,GSTO1 inh,pPAFAH inh,PAFAH2 FP inh,LYPLA2 counter,PAFAH1B2 FP inh,PME-1 inh,PAD4 FP inh,LYPLA1 counter
COc1ccccc1-c1ccc(SCC(=O)NCCc2ccccc2)nn1,10,14,1,-4,2,6,-2,0,0
O=C(COC(=O)c1cncc(Br)c1)NCc1ccc(F)cc1,5,0,3,3,3,4,4,-1,-2
Cc1ccc(-c2ccc(SCC(=O)N3CCc4ccccc43)nn2)cc1,.,5,2,.,10,.,-7,7,3
COc1cccc(/C=N/NC(=O)c2ccccc2N(Cc2ccccc2)S(=O)(=O)c2ccccc2)c1OC,4,-4,20,-3,-5,1,0,-4,-3
O=C(CSc1nc2nc3c(cc2c(=O)n1-c1ccccc1)CCCC3)Nc1ccccc1,-14,-8,-2,-17,4,0,-5,0,0
Cc1cccc(NC(=S)N2CCCCCC2)c1,4,5,2,-15,7,7,-1,8,2
O=C(NC1CCCCC1)C(c1ccc(Cl)cc1)N1CCC2(CC1)OCCO2 (stereo not given),-4,-5,3,0,-3,4,0,0,2
CC(C)(C)c1ccc(-c2noc(CCC(=O)NCc3ccco3)n2)cc1,-4,3,9,1,-1,8,-2,-3,1
COc1cccc(-c2nc(CS(=O)(=O)CC(=O)NCCCc3ccccc3)c(C)o2)c1,6,1,5,11,4,4,-6,-5,0
COc1ccc(CCNC(=O)/C=C/C(=O)O)cc1OC,8,10,2,-1,5,0,3,-2,5
COCc1c(C(=O)N/N=C(/C)c2ccccc2)nnn1-c1nonc1N,7,8,-3,-5,2,2,-2,-7,5
N/C(=N/OC(=O)c1ccccc1Cl)c1nonc1N,5,-8,4,1,-1,6,0,-1,1
N#Cc1ccsc1NC(=O)CSc1nncs1,13,.,11,13,.,3,.,-3,.
COc1cc(CN2CCC(n3nccc3NC(=O)c3ccc4c(c3)OCO4)CC2)ccc1O,0,10,3,2,-1,-2,3,1,-1
Cc1ccc(OC(=S)Nc2ccc(F)cc2)cc1,0,10,-3,-4,-7,2,0,1,1
COc1ccc(-c2csc(NC(=O)CSc3n[nH]c(N)n3)n2)cc1,-1,2,3,3,6,4,9,0,5
CCC1CN(C(=O)N2CCC(C(=O)NCc3ccc(OC)cc3OC)CC2)c2ccccc2O1 (stereo not given),8,1,3,3,-2,0,4,-2,1
COc1ccccc1-c1sc2ccccc2c1-c1ccc(OCCN2CCOCC2)cc1,1,.,19,7,.,-3,.,2,.
Cc1c(O)ccc2cc(S(=O)(=O)c3ccccc3)c(=O)oc12,5,1,-2,1,-9,5,0,0,-5
COc1ccc(Cl)cc1NC(=O)COC(=O)CNC(=O)c1ccc([N+](=O)[O-])c(C)c1,5,4,-2,-5,-1,7,5,-2,-4

# Three records drawn at random from the list so far:
SMILES,PAFAH1B3 FP inh,GSTO1 inh,pPAFAH inh,PAFAH2 FP inh,LYPLA2 counter,PAFAH1B2 FP inh,PME-1 inh,PAD4 FP inh,LYPLA1 counter
Cc1ccc(OC(=S)Nc2ccc(F)cc2)cc1,0,10,-3,-4,-7,2,0,1,1
O=C(NC1CCCCC1)C(c1ccc(Cl)cc1)N1CCC2(CC1)OCCO2 (stereo not given),-4,-5,3,0,-3,4,0,0,2
COc1ccccc1-c1sc2ccccc2c1-c1ccc(OCCN2CCOCC2)cc1,1,.,19,7,.,-3,.,2,.

# (next part)
SMILES,PAFAH1B3 FP inh,GSTO1 inh,pPAFAH inh,PAFAH2 FP inh,LYPLA2 counter,PAFAH1B2 FP inh,PME-1 inh,PAD4 FP inh,LYPLA1 counter
COc1ccccc1CNC(=O)CCNC(=O)Cn1ccc2ccccc2c1=O,-1,-1,-1,9,-2,6,-4,2,-2
O=c1c2c([nH]c3ccccc13)CCCCC2,5,5,9,6,0,0,-7,-5,-3
CCOCCCNC(=S)N1CCCN(c2nc3cc(C)cc(C)c3cc2C#N)CC1,15,1,10,2,-1,0,-3,-3,-6
COC(=O)c1ccc(CSc2n[nH]c(=S)s2)o1,4,-4,8,-3,1,-2,-1,1,3
O=C(CCN1C(=O)c2ccccc2S1(=O)=O)Nc1ccc(F)c([N+](=O)[O-])c1,0,0,-7,-1,9,1,-2,1,6
COC(=O)C1=C(C(=O)OC)[C@@H]2Nc3ccccc3[C@@]23C[C@@H](C(=O)OC)N(C(=O)CC(C)C)C3=N1,5,7,2,1,0,0,1,-3,1
N#Cc1c(-c2ccc(Br)cc2)cc(-c2cccnc2)nc1N,0,-2,4,-3,10,0,5,3,0
Cc1cc(C)nc(Sc2c(C)n[nH]c2C)n1,12,4,-1,3,1,2,5,-1,1
CCOc1ccc(Cc2n[nH]c(=S)n2Cc2ccccc2)cc1,9,6,-3,1,-7,7,5,0,-9
O=C(NCc1ccc(F)cc1)c1c2c(nc3ccccc13)CCN(Cc1ccccc1)C2,0,5,3,1,-3,-1,-3,-5,-3
Cc1ccc(C(=O)Nc2ccc3cn[nH]c3c2)cc1S(=O)(=O)N1CCOCC1,-3,-10,-3,-7,-24,1,-13,1,-16
Cn1nnnc1SCC(=O)c1c(N)n(C)c(=O)n(C)c1=O,7,1,1,-5,2,4,2,-5,1
COc1cc(C(=O)N2CCCC(c3nc(-c4cccs4)no3)C2)cc(OC)c1OC (stereo not given),-7,3,9,3,-3,-1,-3,-2,-2
Cc1cccc(CN2C(=O)NC(c3ccccc3)(c3ccccc3)C2=O)c1,-1,-1,6,-8,-3,1,6,2,-3
CCCCOc1ccc(/C=N/Nc2cc(N3CCOCC3)nc(C)n2)cc1,-3,-4,1,6,-10,6,2,-4,-2
O=C(NCc1ccco1)C1CC(c2c(Cl)cccc2Cl)=NO1 (stereo not given),-2,17,8,-2,-4,4,-2,-4,2
Cc1cc(NC(=O)CSc2nnc(-c3ccoc3C)o2)no1,6,-2,2,-2,-3,4,-7,1,2
COC(=O)c1ccc(C(=O)OC)c(N)c1,.,-5,1,.,-4,.,0,1,-3
O=C(CNC(=O)C12CC3CC(CC(C3)C1)C2)N1CCN(S(=O)(=O)c2cccs2)CC1,1,1,2,26,-7,10,4,-1,-5
CCOc1ccc(CCNC(=O)COC(=O)COc2ccc(C(C)=O)cc2)cc1OCC,3,14,-2,-4,-6,3,-11,-14,-6
O=C(CS(=O)(=O)c1ccc2ccccc2c1)Nc1ccccc1Cl,8,-2,5,3,2,-2,-4,0,-3
COn1c(=O)c(-c2ccc(F)cc2)[n+]([O-])c2ccccc21,-2,2,-2,8,-2,1,3,3,-3
NC(=O)c1oc2ccc(Cl)cc2c1NC(=O)CN1CCOCC1,3,8,1,-3,4,7,-1,-4,1
OCCCc1cn(CC2CCCCC2)nn1,-5,5,4,-9,5,-2,8,2,2
O=C(Nc1ccc(F)cc1)Nc1ccc2ccccc2n1,4,-1,4,-2,4,6,4,3,-1
O=C(NCCC1=CCCCC1)C1CC(=O)N(C2CCCCC2)C1 (stereo not given),3,8,-1,0,5,4,1,4,-1
COc1cccc(-c2nnc(NC(=O)c3ccccc3Br)o2)c1,1,-10,2,2,3,1,6,1,-1
CC1=C(C(=O)N2CCN(c3cc(C)ccc3C)CC2)C2(CCCCC2)OC1=O,5,5,-2,-2,-2,1,3,-4,-5
CC1CN(Cc2csc(-c3ccc(Cl)cc3)n2)CC(C)O1 (stereo not given),10,2,1,9,7,7,-1,3,5
CCn1c(SCC(=O)Nc2ccc(C)cc2)nc2nc3c(cc2c1=O)CCCC3,1,-7,7,-3,-2,0,9,-4,-5
CCCNc1nc(-c2cc(C(=O)Nc3ccccc3)on2)cc(C(C)C)n1,1,-4,1,-12,-13,6,-9,-2,-7
O=C(Nc1ccccc1)c1cccc(-c2nnc(-c3ccccc3)o2)c1,1,-1,3,6,3,-4,1,-1,0
O=C(O)CN=C(NS(=O)(=O)c1ccc(Cl)cc1)c1ccc(F)cc1,8,13,1,10,2,5,2,-6,4
Cc1cnc(C(=O)OCc2ccc(Br)cc2)cn1,-9,3,1,5,-7,2,-7,1,-6
COc1ccc(OCc2nn3c(-c4cccc(OC)c4)nnc3s2)cc1,0,-5,1,2,12,11,-7,-8,-1
CCc1cc(=O)[nH]c(SCCC(F)=C(F)F)n1,4,1,-3,4,-7,4,-1,-2,-2
Cc1ccc(C(=O)N2CCN(c3ccccc3)CC2)cc1NC(=O)c1ccco1,8,-4,-2,-1,7,-5,1,0,-4
CCCS(=O)(=O)N1CCC(C(=O)NCCCOCC)CC1,3,12,2,2,-7,-2,-9,-4,0
c1csc(CCNc2ncnc3sc4c(c23)CCC4)c1,-1,-7,4,-6,-3,5,3,2,-1
O=C(O)CCN1C(=O)c2ccccc2C1=O,9,10,-4,-13,2,-3,-8,-3,2
CCOC(=O)C(C)Sc1nnc(Cn2c(=O)sc3ccccc32)n1-c1ccccc1 (stereo not given),-2,9,-4,6,-1,1,0,0,-1
COc1ccccc1C(=O)NCc1nnc(SC(C)C(=O)Nc2nccs2)n1C (stereo not given),10,-5,-5,0,-4,3,-7,-5,-1
CCOC(=O)c1[nH]c(CN2CCN(c3ccc(OC)cc3)CC2)c(C(=O)OCC)c1C,5,3,5,-2,27*,6,2,5,-2
O=C1C=CC(=O)N1c1cccc(-c2ccccc2)c1,-3,-1,27*,-7,-14,-6,-12,-1,-7
CCCCN1C(Nc2ccccc2)=NC[C@@H]1C,4,6,2,-9,-2,7,4,-3,2
Cc1ccsc1C(C(=O)NC1CCCCC1)N(C(=O)c1csnn1)C1CC1 (stereo not given),2,4,-2,3,-1,7,-6,-2,-1
O=[N+]([O-])c1ccc(CN2CCN(c3ncccn3)CC2)cc1,1,4,7,-1,11,4,4,0,2
Cc1c(Cl)cccc1NC(=O)COC(=O)c1ccc(CN2CCCC2=O)cc1,7,.,7,76*,-5,0,-2,-2,-1
COc1ccc(N2CCN(S(=O)(=O)c3ccc(OC)cc3)CC2)cc1,-10,1,10,-4,2,0,7,1,0
O=C(c1cc2ccccc2o1)N1CCN(S(=O)(=O)c2ccc(Cl)s2)CC1,3,.,2,12,5,6,6,-3,-4
CCNc1ccc(C(=O)OC(C(=O)NC(N)=O)C(C)C)cc1[N+](=O)[O-] (stereo not given),10,2,4,-2,2,1,1,-3,-1
CCOc1ccc(CCNC(=O)c2cc([N+](=O)[O-])ccc2N2CCOCC2)cc1OCC,6,7,1,-2,-3,0,3,-4,-4
CC1(C)CC(=O)C2=C(C1)Oc1ncn(CCO)c(=N)c1C2c1ccccc1 (stereo not given),7,5,-3,0,0,-4,0,3,0
CCCCNC(=O)c1ccccc1NS(=O)(=O)c1ccc2c(c1)OCCO2,13,-25,3,8,6,-1,2,-3,-2
COc1cccc([C@@H]2CC=C(C(=O)O)CN2S(=O)(=O)c2ccc(C)cc2)c1,13,0,2,2,4,14,-3,1,-1
CCOc1cc(C2NC(=O)c3ccccc3O2)ccc1OC (stereo not given),11,2,-1,4,4,5,-2,0,-1
CC1(c2nnc(Cc3ccccc3)o2)CC(c2ccccc2[N+](=O)[O-])=NO1 (stereo not given),5,8,6,1,7,4,7,-5,3
COc1cc(NC(=O)COC(=O)/C=C/c2c(C)nn(-c3ccc(F)cc3)c2Cl)cc(OC)c1,-3,4,0,-21,-22,-11,-7,-3,-8
CCc1cc(=O)oc2c(C)c(OC(C)C(=O)N3CC[C@@]4(O)CCCC[C@H]4C3)ccc12 (stereo not given in full),3,4,0,2,-1,4,3,-2,3
CCC(OC(=O)CCc1nc2ccccc2[nH]c1=O)C(=O)c1ccccc1 (stereo not given),4,4,5,-4,-6,0,2,0,-5

# High-throughput results as filed in PubChem.
